WT yeast gro inh: growth inhibition of WT strain, primary screen, mitochondrial fusion inhibitor project, WT and mutant strains, chemical genetic. inhibition, % at 10 µM. mitochondrial fusion phenotypic screen. 2.1% of 190,000 active; in the data active = inhibition above about 58%; tested in S. cerevisiae
Rac1 GTP hydrolysis: MgcRacGAP GTPase-activating activity inhibitors, confirmation, biochemical, ADP Hunter fluorescence. Rac GTPase-activating protein 1 (Homo sapiens). MgcRacGAP-stimulated Rac1 GTP hydrolysis, ADP Hunter fluorescence; higher % means a stronger effect; GST-tagged Rac1 F28L mutant substrate. inhibition, % at 30 µM; hits with a dose series show IC50 in µM. 0.6% of 340,000 active;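 active = first-screen hits whose inhibition reached a set limit at any dose in the follow-up dose series; inconclusive = inhibition above the set first-screen limit but never retested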;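 note: fluorescence reports GDP produced by GAP-driven GTP hydrolysis; strong numbers were not always called active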
b-catenin transl: modulators of beta-catenin nuclear translocation, primary screen, imaging, HeLa cells, immunofluorescence, high-content. nuclear translocation activity, % at 5 µM. 0.3% of 190,000 active. AID 1665, 2009;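 active = nuclear translocation activity above 50% at 5 µM, with a well cell count of 50 or more; inconclusive = wells under 50 cells across six images, flagged as toxic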;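 note: per-cell ratio of nuclear to cytoplasmic median beta-catenin stain intensity; plate controls were DMSO negative control for no effect and GSK-3 inhibitor IX positive control for full effect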
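Test system: human HeLa cells, endogenous beta-catenin. Times: 24 h compound exposure, 37°C. Measured by: beta-catenin immunofluorescence imaging with DAPI.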
PhoP inhibition: inhibitors of PhoP regulon expression, primary screen, Salmonella Typhimurium, GFP reporter (AID 1863) | 0.16% of 300,000 active | S. Typhimurium PhoP-regulated promoter GFP reporter, 4 h; higher % means a stronger effect | one-dose inhibition, % at 50 µM; IC50 in µM for titrated hits;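 active = inhibition over 29.93%, a cutoff 3 SD above the screen mean, later confirmed by dose response; inconclusive = inhibition over 29.93% but no dose response follow-up; inactive = inhibition at most 29.93% or unconfirmed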;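 note: 0% = low Mg2+ inducing control and 100% = high Mg2+ repressing control; strong numbers were not always called active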
West Nile virus CPE: West Nile virus antiviral activity, cell-based, CPE readout (AID 1621). West Nile virus-infected cells, CPE inhibition; higher % means a stronger effect. one-dose CPE inhibition, % at 10 µM; IC50 in µM for titrated hits. 0.02% of 290,000 active; in the data active = a potency from the dose series; inconclusive = CPE inhibition mostly from about 3.7% at the one dose, without a potency; inactive = the rest, 99 in 100 with CPE inhibition below about 2.2%; note: strong numbers were not always called active
Myeloid diff MLP: induction of myeloid progenitor differentiation, primary screen, cell-based, flow cytometry, MLPCN library; ER-HoxA9 myeloid progenitors, lysozyme-GFP differentiation; calls only at 10 µM; 1% of 360,000 active; AID 624256, 2012;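 active = normalized GFP-positive differentiation at or above the plate's own cutoff, the solvent-only control mean plus 3 SD; inconclusive = no clear call, values can overlap the other calls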;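 note: cells exposed to compound for four days before flow analysis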
T cell HTS: modulators of CD8 T cell-vesicle binding, primary screen, mouse 2C CD8+ T cells, flow cytometry | 2C CD8+ T cell-vesicle binding; stronger effect = lower value | calls only at 7 µM | 0.068% of 330,000 active | AID 2052, 2009;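 active = response, share of CD8 T cells binding vesicles, and their 90th percentile fluorescence all below set limits, cut at about 80% in these data, passing the limit was not always enough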
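Test system: purified 2C TCR transgenic mouse naive CD8+ T cells. Probe or stimulus: QL9-peptide-loaded Drosophila micro-vesicles bearing Ld, ICAM-1 and B7-1. Incubation: binding step 1.5 h, 37 °C, antibody labelling 20 min, ice. Measured by: flow cytometry of vesicle-bound cells.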
RSV antiviral HEp-2: RSV antiviral activity via CPE protection, HEp-2 cells, primary 10 µM value included (AID 2391); HEp-2 cells, RSV-induced CPE inhibition; higher % means a stronger effect; CPE inhibition, % at 10 µM, or IC50 in µM where a hit was titrated; 0.13% of 310,000 active; in the data active = a potency from the dose series; inconclusive = CPE inhibition mostly from about 23% at the one dose, without a potency; inactive = the rest, 99 in 100 with CPE inhibition below about 21%; note: strong numbers were not always called active
Large T inhibition: SV40 large T antigen inhibitors, biochemical (AID 1903) | SV40 large T antigen ATPase/helicase inhibition assay; higher % means a stronger effect | inhibition, % at 20 µM, or IC50 in µM where a hit was titrated | 0.39% of 310,000 active; in the data active = a potency from the dose series; inconclusive = inhibition mostly from about 32% at the one dose, without a potency; inactive = the rest, 99 in 100 with inhibition below about 32%; note: strong numbers were not always called active
WT yeast gro inh mutant strain: second read-out of WT yeast gro inh, no call of its own (marks repeat the call); inhibition, %; mitochondrial fusion phenotypic screen, mutant strain inhibition
b-catenin transl cell count 5 µM: further read-out of b-catenin transl, marked with its call; cell count; measured here: cell count, cytotoxicity flag
T cell HTS vesicle-bound %: recorded beside T cell HTS, whose call it bears; double positive events, %; measured here: CD8+ vesicle-bound cell fraction;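 binding gate set so that unloaded-vesicle control wells show 10% double positive cells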
Myeloid diff MLP GFP+ MAC1+ %: also measured in Myeloid diff MLP; calls as there; GFP+ MAC1+ double positive, %; measured here: differentiation confirmed by MAC1 staining
* = called active by the depositor; i = inactive; u = inconclusive; x = no result given.

SMILES	WT yeast gro inh	WT yeast gro inh mutant strain	Rac1 GTP hydrolysis	b-catenin transl	b-catenin transl cell count 5 µM	PhoP inhibition	West Nile virus CPE	Myeloid diff MLP	Myeloid diff MLP GFP+ MAC1+ %	T cell HTS	T cell HTS vesicle-bound %	RSV antiviral HEp-2	Large T inhibition
CC1(C)CC(NC(=O)c2cc(Cl)ccc2Cl)CC(C)(C)N1	x	x	10%	x	x	7%	-0.3%	i	0.2	i	51	-0.6%	5%
O=C(Cn1cc([N+](=O)[O-])cn1)N1N=C(C(F)F)CC1(O)C(F)F (centres undefined)	-7	-17	7%	0.0	952	0%	0.0%	i	1.5	i	53	0.7%	4%
O=[N+]([O-])c1cccnc1N/N=C/c1ccccc1O	14	7	0%	0.8	823	1%	-0.1%	u	x	i	34	0.9%	1%
COc1ccc(CNC(=O)c2cc(C(=O)C3CC3)c[nH]2)cc1	x	x	7%	x	x	-3%	-0.9%	i	1.0	i	9	2.3%	2%
CCOC(=O)C1=C(C)NC(C)=C(C(=O)OCC)C1C(=O)OCC(=O)N(CC)C1CCS(=O)(=O)C1 (centres undefined)	9	5	6%	-3.5	1111	3%	0.4%	i	0.2	i	20	1.1%	9%
COc1cccc(-c2nc(CS(=O)(=O)CC(=O)Nc3c(C)cccc3C)c(C)o2)c1	-2	-7	7%	-1.8	1085	3%	-0.2%	i	3.5	i	16	1.2%	14%
O=C(NCC1CCCO1)c1ccc2c(c1)N(Cc1ccccc1)C(=O)CS2=O (centres undefined)	-2	-6	7%	4.9	997	-7%	-0.1%	i	1.6	i	38	2.5%	17%
COc1ccc(NC(=O)CSc2nnc3ccc(-c4ccccn4)nn23)c(OC)c1	x	x	3%	x	x	-5%	x	i	1.5	i	39	-1.8%	19%
CN(Cc1nc(-c2ccccn2)no1)S(=O)(=O)c1ccc(Cl)cc1	-9	-16	-2%	x	x	21%	-0.2%	i	3.2	x	x	1.0%	3%
N#CCSc1nnc2c(Cl)cc(Cl)cn12	9	0	10%	-4.3	1008	4%	-0.1%	i	5.7	i	18	1.4%	20%
O=C(COc1ccccc1F)NCc1nc2ccccc2[nH]1	6	4	10%	-4.0	1092	11%	-0.2%	i	0.5	i	47	2.1%	2%
O=C(Nc1nc(-c2ccco2)c(-c2ccco2)s1)C1CCC1	52	40	16%	x	x	-1%	0.6%	i	1.9	i	15	10.0%	u
CCN(NC(=O)C(O)(c1ccccc1)c1ccccc1)C(=O)c1ccccc1	3	5	5%	0.6	1040	-3%	0.0%	i	0.0	i	29	2.1%	1%
O=C1CCCN1CC(O)CS(=O)(=O)Cc1ccc(Cl)cc1 (centres undefined)	x	x	x	x	x	x	x	i	0.7	i	58	0.7%	3%
O=C(NCCc1ccc(C(F)(F)F)cc1)C1COc2ccccc2O1 (centres undefined)	x	x	4%	x	x	1%	-0.8%	i	0.5	i	21	0.5%	4%
CCN(CC)CCCNC(=O)c1cc(-c2ccc(O)cc2)on1	12	2	26%	1.0	1218	2%	0.1%	i	3.5	i	35	0.3%	21%
O=C(c1ccc2c(c1)OCO2)N1CCN(S(=O)(=O)N2CCCCC2)CC1	x	x	5%	x	x	3%	0.7%	i	1.1	i	13	0.2%	0%
Cc1ccc(S(=O)(=O)Nc2ccc(C(=O)NCCCN3CCOCC3)cc2)cc1[N+](=O)[O-]	x	x	2%	x	x	-6%	x	i	2.0	i	40	-2.3%	16%
Cc1ccc(C(=O)N2CCN(c3ncnc4c3cnn4-c3ccccc3)CC2)cc1	x	x	-4%	x	x	x	u	i	1.7	i	51	u	x
CCOC(CNc1c([N+](=O)[O-])c(=O)n(C)c(=O)n1C)OCC	-22	-8	5%	0.0	575	-7%	0.6%	i	0.0	i	52	1.5%	9%
CC1CCN(Cc2c(C(=O)N/N=C/c3ccc(C(C)(C)C)cc3)nnn2-c2nonc2N)CC1	x	x	1%	x	x	2%	u	i	5.1	i	24	2.1%	7%
COc1cccc(Sc2nc(-c3ccccc3)ncc2S(C)(=O)=O)c1	x	x	8%	x	x	1%	-0.2%	i	0.5	i	59	4.2%	10%
CCOc1ccc(NC(=O)C2CCC(CNc3c(N4CCOCC4)c(=O)c3=O)CC2)cc1 (centres undefined)	7	8	13%	x	x	1%	0.0%	i	1.9	i	37	3.3%	13%
C=CCOc1ccn(C)c(=O)n1	x	x	3%	-0.9	1270	-2%	-0.1%	i	0.3	i	39	1.6%	8%
CC(C)[C@@H](C(=O)N[C@@H](C(=O)O)c1ccccc1)N1C(=O)N2CCc3c([nH]c4ccccc34)[C@@]2(C)C1=O	x	x	0%	x	x	1%	-0.3%	i	0.9	i	30	2.8%	10%
(list continues)
SMILES	WT yeast gro inh	WT yeast gro inh mutant strain	Rac1 GTP hydrolysis	b-catenin transl	b-catenin transl cell count 5 µM	PhoP inhibition	West Nile virus CPE	Myeloid diff MLP	Myeloid diff MLP GFP+ MAC1+ %	T cell HTS	T cell HTS vesicle-bound %	RSV antiviral HEp-2	Large T inhibition
CCCc1nnc(NC(=O)CCC(=O)N2CCN(c3nc(C)cc(C)n3)CC2)s1	x	x	13%	-2.9	1179	3%	0.0%	i	0.6	i	58	1.5%	3%
COc1ccccc1/C=C1\SC(=S)N(CCC(=O)NCCCn2ccnc2)C1=O	x	x	9%	x	x	6%	0.3%	i	1.4	i	24	-2.1%	8%
O=C(Cc1ccc(Cl)cc1)OCc1nnc(-c2ccccc2)o1	4	10	0%	-3.6	1151	-2%	0.6%	i	0.7	i	58	0.2%	5%
CCCC(=O)Nc1cc(C)c(NC(=O)c2ccncc2)cn1	-10	0	1%	-3.2	1025	-4%	0.1%	i	1.0	i	24	0.8%	17%
O=C1c2ccccc2NC(c2cn[nH]c2-c2ccccc2)N1O (centres undefined)	-14	-23	12%	-3.4	511	-1%	-0.5%	i	0.4	i	54	2.1%	-1%
CNC(=O)NC(=O)COC(=O)c1ccccc1OCc1ccccc1	-13	11	7%	-0.2	1066	1%	-1.3%	i	0.3	i	30	-0.2%	10%
O=C(NCC1CCCO1)c1ccc2c(c1)OCO2 (centres undefined)	15	15	-3%	0.3	1173	0%	0.4%	i	5.4	i	33	0.4%	5%
Clc1ccc(-c2noc(CSc3nnc(Cc4cccs4)n3-c3ccccc3)n2)cc1	32	21	4%	x	x	-5%	-0.6%	i	3.4	i	33	8.9%	1%
CSc1ccc(C2NN=C(c3ccccc3)S2)cc1 (centres undefined)	x	x	x	x	x	x	x	i	0.6	i	45	2.9%	16%
CCC(C)NC(=O)c1cc(-c2ccc(OC)cc2)on1 (centres undefined)	26	4	7%	-5.8	1227	-11%	-0.8%	i	5.6	i	45	8.2%	28%
O=C1/C(=C/c2ccccn2)SC(=S)N1CCc1ccccc1	x	x	3%	0.7	1317	-3%	0.4%	i	0.4	i	30	-0.7%	5%
CCC(=O)NC(=S)Nc1ccccc1C(=O)OC	20	11	9%	-1.1	1016	-5%	-0.4%	i	0.5	i	53	3.8%	7%
CCNc1nc(NCC)n2c(SCC(=O)Nc3ccccc3[N+](=O)[O-])nnc2n1	-15	-14	-4%	-3.1	544	-9%	1.3%	i	0.4	i	39	-0.1%	3%
CCOc1cc(/C=N\NC(=O)Cn2nc([N+](=O)[O-])cc2C)ccc1OCc1cccc2ccccc12	9	0	10%	x	x	-12%	0.1%	i	0.9	i	47	4.7%	3%
[O-][n+]1c(/C=C/c2ccccc2)ccc2ccccc21	x	x	9%	x	x	-3%	u	i	1.0	i	41	-2.0%	14%
COc1ccccc1-c1noc(Cn2cc(S(=O)(=O)N3CCCC3)ccc2=O)n1	x	x	3%	x	x	x	x	i	0.4	i	34	-0.2%	x
CCOc1ccccc1OCC(=O)OC(C)C(=O)Nc1ncc(Cl)cc1Cl (centres undefined)	x	x	-1%	x	x	x	x	i	0.8	i	40	1.7%	x
CC(C)c1cccc(C(C)C)c1NC(=O)CN1C(=O)NC2(CCCCCCC2)C1=O	x	x	0%	x	x	x	x	i	0.8	i	31	0.7%	x
N#C/C(=C\C=C\c1ccccc1)C(=O)Nc1ccccc1	18	-17	1%	4.5	951	-3%	-1.4%	i	1.3	i	31	12%	4%
CC(=O)n1nc(-c2ccc(C)cc2)nc1NCc1ccco1	-3	-1	3%	0.6	1113	4%	-0.3%	i	0.9	x	x	x	17%
C=CCNc1nc(Cl)nc(Nc2ccccc2)n1	x	x	7%	x	x	-4%	0.7%	i	0.8	i	69	3.9%	7%
COc1ccc(Br)cc1/C=C/C(=O)NC(=S)Nc1ccc(Cl)c(C(=O)O)c1	7	14	7%	-0.9	1088	-2%	0.2%	i	0.1	i	38	1.2%	26%
CCOc1ccc(C(=O)NCCC(=O)NCCCC(=O)O)cc1	-10	-7	-5%	-6.1	1266	7%	0.6%	u	x	i	26	-1.7%	6%

Complete entries, looked up by structure. Screens in order: WT yeast gro inh, WT yeast gro inh mutant strain, Rac1 GTP hydrolysis, b-catenin transl, b-catenin transl cell count 5 µM, PhoP inhibition, West Nile virus CPE, Myeloid diff MLP, Myeloid diff MLP GFP+ MAC1+ %, T cell HTS, T cell HTS vesicle-bound %, RSV antiviral HEp-2, Large T inhibition
`CC(C)c1cccc(C(C)C)c1NC(=O)CN1C(=O)NC2(CCCCCCC2)C1=O` across the screens: x, x, 0%, x, x, x, x, i, 0.8, i, 31, 0.7%, x
`[O-][n+]1c(/C=C/c2ccccc2)ccc2ccccc21` across the screens: x, x, 9%, x, x, -3%, u, i, 1.0, i, 41, -2.0%, 14%
`CCOc1ccc(C(=O)NCCC(=O)NCCCC(=O)O)cc1` across the screens: -10, -7, -5%, -6.1, 1266, 7%, 0.6%, u, x, i, 26, -1.7%, 6%

Compound activity: PubChem, several laboratories
